HCT116 PTEN-null – growth suppression of PTEN-null HCT116, primary screen, cell-based, CellTiter-Glo; HCT116 PTEN-null viability, 60 h; hits give low values; viability, % at 10 µM; actives 1.2% (n = 140,000); AID 827, 2007;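 active = viability at or below a set limit, 4 SD under the median of all tested compounds, cut at about 3.7% in these data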;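 also: PTEN knockout HCT116 line with beta catenin targeted HCT116 as companion control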
HCT116 bCat-KO – primary screen for growth suppressors in beta-catenin knockout HCT116 cells (colon tumor, human); HCT116 beta-catenin knockout viability, CellTiter-Glo, 60 h; hits give low values; viability, % at 10 µM; actives 1.5% (n = 140,000); AID 818, 2007;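 active = viability at or under a set limit, the compound median less 4 SD, cut at about 6% in these data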;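 also: 0% = Hyamine 1622 control at 20 µM and 100% = untreated cell control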
Phagocyt inh – inhibitors of macrophage phagocytosis, primary screen, imaging, J774A.1 cells, IgG beads; J774A.1 macrophage IgG-bead phagocytosis; inhibition, % at 5 µM; actives 0.07% (n = 110,000);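 active = inhibition above the mean of the plate negative controls plus 5 SD, cut at about 13% in these data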;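 also: phagocytic index as fraction of beads internalized from green versus red external bead signal; plate controls were DMSO negative control for no effect and cytochalasin-D positive control for full effect; some results beyond the cut were filed as inactive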
GALR2 antag – GALR2 antagonists in receptor-expressing cells, primary screen; Galanin receptor type 2 (Homo sapiens), O43603; antagonist mode; inhibition, % at 4 µM; actives 0.39% (n = 140,000); in the data active = inhibition above about 27%;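 also: cells stimulated with galanin 1-16 at roughly its EC80; 0% = agonist challenge control and 100% = basal control without agonist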
Target sequence (O43603 whole entry, looked up): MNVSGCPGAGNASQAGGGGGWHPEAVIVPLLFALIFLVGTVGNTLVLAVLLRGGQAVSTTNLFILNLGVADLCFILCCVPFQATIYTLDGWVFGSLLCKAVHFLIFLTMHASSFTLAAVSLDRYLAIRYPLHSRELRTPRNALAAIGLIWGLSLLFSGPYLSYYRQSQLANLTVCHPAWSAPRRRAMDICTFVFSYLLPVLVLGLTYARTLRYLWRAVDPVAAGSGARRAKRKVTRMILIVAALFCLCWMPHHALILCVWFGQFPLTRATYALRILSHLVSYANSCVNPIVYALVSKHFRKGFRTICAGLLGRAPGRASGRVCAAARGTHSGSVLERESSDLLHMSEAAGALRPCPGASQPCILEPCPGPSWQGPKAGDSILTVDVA
E-sel TNF inh – E-selectin induction blockers in HUVEC – imaging, immunofluorescence, high content, primary screen; HUVEC TNFa-induced E-selectin immunofluorescence; actives 0.71% (n = 120,000); AID 1246, 2008; inhibition, % at 2 µM;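 active = inhibition above the batch mean plus 3 SD, and confirmed as a hit on visual image review, cut at about 43% in these data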;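 also: 0% = TNF-stimulated DMSO wells and 100% = unstimulated control wells; not every result past the cut was called active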
Measles CPE – compounds protecting cells from measles virus cytopathic effect, primary screen, measles RdRp inhibitor project, single point, MLSMR library, absorbance | Measles virus-infected cells, CPE protection | protection (pct of control), % at 4 µM | actives 1.5% (n = 140,000); in the data active = protection mostly above about 24%, no sharp cut-off; inactive = mostly below about 26%; also: some compounds called inactive have numbers as strong as hits
MRP-1 activ – H69AR viability gain despite doxorubicin, primary screen, MRP-1 activator project, H69AR cells, CellTiter-Glo; viability rescue; viability increase, % at 10 µM; actives 0.61% (n = 140,000); AID 799, 2007;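 active = viability gain under doxorubicin at or above a set limit, the compound median plus 3 SD, cut at about 4.7% in these data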;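 also: MRP-1 overexpressing cells given doxorubicin 25 µM after compound pretreatment; 18-22 h compound pretreatment then 72 h with doxorubicin before readout; 0% = doxorubicin-only wells and 100% = vehicle-treated cells without doxorubicin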
NPY Y2 blocker – NPY-Y2 receptor antagonists, primary screen, cell-based; inhibition, % at 2.7 µM; actives 0.99% (n = 140,000); NPY-Y2 expressing cells, antagonist mode; Neuropeptide Y receptor type 2 (Homo sapiens), P49146; in the data active = inhibition above about 17%;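 also: 0% = vehicle with agonist challenge and 100% = reference antagonist with challenge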
Target sequence (P49146 whole entry, looked up): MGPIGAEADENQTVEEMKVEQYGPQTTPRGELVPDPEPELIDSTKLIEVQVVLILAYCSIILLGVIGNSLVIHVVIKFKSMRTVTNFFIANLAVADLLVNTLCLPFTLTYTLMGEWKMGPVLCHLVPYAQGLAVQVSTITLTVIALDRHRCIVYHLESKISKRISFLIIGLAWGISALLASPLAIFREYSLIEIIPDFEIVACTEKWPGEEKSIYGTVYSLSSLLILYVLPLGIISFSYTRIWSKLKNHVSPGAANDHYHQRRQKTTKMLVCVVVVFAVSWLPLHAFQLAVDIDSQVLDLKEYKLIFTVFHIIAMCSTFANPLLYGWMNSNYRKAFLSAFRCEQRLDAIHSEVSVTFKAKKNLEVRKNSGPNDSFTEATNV
Yeast lifespan up – compounds extending yeast replicative lifespan, primary screen, S. cerevisiae, OD615 | inhibition of the nicotinamide effect, % at 10 µM | AID 775, 2007 | actives 0.68% (n = 130,000) | S. cerevisiae growth with nicotinamide; deaD strain in restrictive glucose medium;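 active = inhibition above a set limit, placed 3 SD over the median of all compounds, cut at about 26% in these data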;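 also: 0% = nicotinamide-treated wells and 100% = cells grown without nicotinamide; some compounds called inactive have numbers as strong as hits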
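Buffer or medium: CSMM-D glucose medium, restrictive; test system: modified budding yeast, DeaD strain; compound: single dose 10 µM compound, 0.25% DMSO; schedule: culture preincubation 4 h, compound exposure 48 h, both 30 °C; detection: optical density (absorbance) at 615 nm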
Yeast growth inh – growth inhibitors of yeast BB579 in restrictive medium, primary screen, yeast lifespan-shortening project, S. cerevisiae | OD615, 48 h | inhibition, % at 10 µM | actives 0.51% (n = 140,000);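 active = inhibition above a set limit, 3 SD over the mean compound inhibition, cut at about 44% in these data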; also: inactives centre near -24
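test system = yeast BB579 (DeaD) | buffer or medium = restrictive CSMM-D medium | doses = single compound dose of 10 µM, 0.25% DMSO final | times = 4 h preincubation and 48 h exposure at 30 °C | technique = culture absorbance at 615 nm | benchmarks = amphotericin B 10 µg/mL, positive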
* marks the source's active call; other numbers are inactive results; · = not tested or not shown. Outcome played no part in choosing rows. About 6.2% of those tested had a hit in this group.

SMILES	HCT116 PTEN-null	HCT116 bCat-KO	Phagocyt inh	GALR2 antag	E-sel TNF inh	Measles CPE	MRP-1 activ	NPY Y2 blocker	Yeast lifespan up	Yeast growth inh
O=C(c1ccc(Br)o1)N(Cc1ccccc1)Cc1ccccc1	74	84	·	9	-7	23	-0.8	14	1	-8
c1ccc(C2=Nn3c(nnc3-c3cc(-c4ccccc4)n[nH]3)SC2)cc1	79	77	-2	-12	·	9	-0.8	10	-4	-4
Cc1ccc(OC(C)C(=O)O)cc1C (stereo not given)	98	99	·	8	-4	11	0.4	4	·	-18
CCSc1nnc(NS(=O)(=O)c2ccc(C)cc2)s1	101	106	-1	10	·	12	-0.9	4	12	-17
Cc1ccc(OCC(=O)c2c(O)c3ccccc3oc2=O)cc1C	90	97	·	10	-13	11	-2.5	5	61	-52
CCOC(=O)C1=C(C)NC2=C(C1c1ccc([N+](=O)[O-])cc1)S(=O)(=O)c1ccccc12 (stereo not given)	25	36	2	9	-24	12	-3.3	-1	-8	-24
COCC(=O)NCc1ccc2c(c1)cc(C)n2C	97	90	-2	4	0	5	0.1	0	-2	-45
O=C(CSc1nnc(COc2ccccc2)n1Cc1ccco1)c1ccc(F)cc1	84	88	0	-2	50	·	-1.8	17	-1	-54
CCOC(=O)N1CCN(C(=O)CSc2nnc(-c3cc(OC)ccc3OC)o2)CC1	88	98	·	8	·	40	-3.2	1	-4	-30
CC(C)(C)[C@]1(O)CCN2C[C@H]3c4ccccc4CCc4cccc(c43)[C@@H]2C1	60	62	·	13	·	11	-2.8	8	8	-33
O=C(NN1CCOCC1)c1cc(S(=O)(=O)Nc2cccc(C(F)(F)F)c2)ccc1Cl	74	88	-6	-11	·	1	-1.8	2	1	-13
COC(=O)N/N=C/c1cn(Cc2ccc(Cl)cc2Cl)c2ccccc12	66	75	2	-6	·	14	0.3	-1	3	-16
CC1=CN2C(=N)/C(=C/c3ccco3)C(=O)N=C2S1	98	95	-5	-11	·	6	2.0	0	-6	-26
Cc1ccc2cc(CN(CCN3CCCC3)C(=O)Nc3ccc(F)cc3)c(=O)[nH]c2c1C	20	21	-2	-9	0	0	-1.5	5	-2	-11
CC(Oc1ccccc1)C(=O)Nc1ccc(S(=O)(=O)N2CCOCC2)cc1 (stereo not given)	102	91	-1	0	0	9	-0.7	-1	-8	1
Cc1nn(-c2ccc(C(=O)O)cc2)c(C)c1Oc1ccccc1O	101	90	0	8	16	5	1.6	1	-2	-73
Cc1ccccc1OCc1nc2ccccc2c(=O)n1/N=C/c1cn[nH]c1-c1ccc(Br)cc1	2.7*	19	2	-2	·	18	-4.9	1	4	-30
Cc1ccc(S(=O)(=O)CCC(=O)O)cc1C	96	92	·	5	15	9	-2.6	3	·	-21
Cc1ccccc1CSCCNC(=O)c1ccc(Cl)c(S(=O)(=O)N2CCOCC2)c1	68	70	·	5	-16	6	-1.1	3	·	-23
Cc1cc(C)c(NC(=O)C2CCCN2CCO)c(C)c1 (stereo not given)	95	87	-2	4	-3	11	-0.5	1	-8	-43
CSc1nsc(SCC(=O)Nc2ccc(C(C)=O)cc2)n1	83	92	-1	-7	3	6	-1.0	1	-22	-14
COc1ccc(C(=O)N2CCSC2=S)cc1OC	102	100	-2	-18	-4	9	-2.5	2	26	-24
O=C(CNS(=O)(=O)c1cccs1)Nc1ccc2c(c1)OCCO2	82	91	-1	13	-7	11	-1.4	7	-13	-72
Cc1cccc(-n2ncc3c(N4CCC(C)CC4)ncnc32)c1	91	85	0	5	·	8	2.5	7	-9	-52
CCC1C(=O)CC(c2ccco2)NC1c1ccco1 (stereo not given)	87	89	·	4	-10	9	-0.8	3	·	-34
O=C(NCCCn1ccnc1)c1ccc2c(c1)OCCO2	114	105	·	-6	-27	6	1.2	0	1	-53
CCOC(=O)CCc1c(C)nc(SCCCn2c(=O)[nH]c3ccccc32)c(C#N)c1C	98	96	4	-10	-12	7	-0.7	4	6	-67
CC1CCN(S(=O)(=O)c2ccc(C(=O)Nc3ccccc3-c3nc4ccccc4[nH]3)cc2)CC1	53	59	-14	2	·	8	0.3	0	3	-16
O=C1N=C(N2CCOCC2)CS1	95	99	-1	5	0	11	-2.8	1	-1	-35
O=C(Nc1cccc2ncccc12)C(Cl)(Cl)Cl	98	107	0	3	-18	16	-3.0	0	-2	-53
CCOC(=O)N1CCN(C(=S)Nc2cccc(C)c2C)CC1	97	92	-10	1	-18	14	-0.3	3	2	-26
Cc1ccccc1Nc1n[nH]c(C)c1[N+](=O)[O-]	91	101	-8	6	·	8	-2.0	-1	-7	11
O=C(Nc1ccccc1F)C1CC1c1ccccc1 (stereo not given)	95	96	·	-4	-4	7	-1.4	1	-4	-4
Cc1cccn2c(=O)c(/C=C(\C#N)S(=O)(=O)c3ccccc3)c(N3CCC(C(N)=O)CC3)nc12	112	92	0	-2	-14	6	-0.5	7	-12	-49
Cc1nc(SCC(=O)Nc2cccc(Cl)c2)n[nH]1	85	93	-1	2	23	5	-2.7	-1	-7	-49
CC(C)(C)OC(=O)NCCC(=O)Oc1ccc2ccc(=O)oc2c1	92	101	2	-7	·	6	-1.3	0	15	-63
Clc1ccc2c(N/N=C/c3cccc(Br)c3)ccnc2c1	1.7*	2.2*	-5	17	-20	1	-4.9	-2	-7	-13
O=c1c2ccccc2c(-c2ccc(O)cc2)nn1-c1cccc(C(F)(F)F)c1	59	65	-1	-4	7	5	-1.9	-2	-6	-26
O=C(NC1CCCC1)c1cnn2c(C(F)(F)F)cc(-c3ccco3)nc12	62	68	·	-5	-23	2	-2.6	9	-25	-35
N=c1c2c(ncn1Cc1ccco1)Oc1c(ccc3ccccc13)C2c1ccccc1 (stereo not given)	1.6*	1.3*	-1	3	·	2	-4.9	19*	-3	-67
Cc1nc(NCCc2ccc(F)cc2)c(C#N)c(C)c1[N+](=O)[O-]	54	39	-3	10	11	4	-2.6	1	15	-23
O=C(COc1ccc(/C=N/NC(=O)c2cc3ccccc3o2)cc1Cl)Nc1ccccc1	1.5*	2.8*	0	-6	·	1	-1.7	2	-15	-36
COc1ccc(S(N)(=O)=O)cc1C(=O)NCC1(N2CCCCC2)CCCCC1	100	98	0	11	-29	3	-2.5	0	-19	-18
Cc1ccc2cc3cc(C(=O)NCCCN4CCCCCC4)oc3nc2c1	59	46	-1	-12	·	20	-5.6	1	-12	-54
CC(=O)c1ccc(N2C(=O)[C@@H]3C(C(=O)CCN4C(=O)c5ccccc5C4=O)=NN[C@@H]3C2=O)cc1	102	94	·	3	·	33	0.2	-1	-1	-4

Ordered by value in NPY Y2 blocker (smallest number first): three of the compounds above.
compound,NPY Y2 blocker
O=C(NCCCn1ccnc1)c1ccc2c(c1)OCCO2,0
O=C(NN1CCOCC1)c1cc(S(=O)(=O)Nc2cccc(C(F)(F)F)c2)ccc1Cl,2
CCOC(=O)N1CCN(C(=S)Nc2cccc(C)c2C)CC1,3

Next structures follow:
SMILES	HCT116 PTEN-null	HCT116 bCat-KO	Phagocyt inh	GALR2 antag	E-sel TNF inh	Measles CPE	MRP-1 activ	NPY Y2 blocker	Yeast lifespan up	Yeast growth inh
CC(C)C(c1nnnn1C1CCCC1)N1CCCCC1 (stereo not given)	86	84	·	-6	14	3	-2.2	5	1	7
COc1ccc(-c2nnc(SCc3cccnc3)o2)cc1	97	98	·	-5	-1	3	0.8	4	·	-18
Cc1cc(C)c(C(N)=O)c(Nc2cccc(Cl)c2)n1	97	99	·	-1	15	8	-0.7	2	·	-33
Cc1nc2c(sc3nc4c(cc32)COC(C)(C)C4)c(=O)n1Cc1ccccc1	87	89	-1	1	15	15	2.7	-1	-4	-23
O=C(NCCN1CCOCC1)c1ccncc1	111	101	-2	13	·	12	0.2	2	-7	-53
O=C(CCCc1cccs1)Nc1nc(-c2ccc(F)cc2)cs1	90	96	-9	-13	·	25	-1.2	15	5	-22
Cn1c(Sc2ccc([N+](=O)[O-])cc2C(F)(F)F)nnc1-c1ccccc1	78	60	0	4	-20	9	-2.2	4	-12	-47
Cn1c(Cl)c(C(=O)Nc2ccc(Cl)cc2)c2ccccc21	53	53	5	20	15	1	-4.5	9	-27	-9
CCn1c2ccccc2c2cc(NC(=O)c3ccc(Br)o3)ccc21	102	94	-1	-20	·	10	0.1	2	-2	-44
Cn1c(=O)c2c(nc(Br)n2Cc2ccc3ccccc3c2)n(C)c1=O	70	74	-1	8	6	9	-0.9	10	38*	-7
CCN(CC)C(=O)C1=C(C)NC(=S)NC1c1cn(-c2ccccc2)nc1-c1ccc(Cl)cc1 (stereo not given)	68	71	·	-13	-4	27	-3.4	-1	1	-42
NC(=O)[C@@H]1CCCCNc2c(F)cc([N+](=O)[O-])cc2C(=O)N[C@@H](CC(=O)O)C(=O)NCC(=O)N1	94	91	·	-16	3	9	-0.8	1	-2	-30
CC1(C)CC(=O)C(C=NCCN2CCN(C(=S)Nc3ccccc3)CC2)=C(O)C1	109	97	·	3	·	4	-0.1	-1	-17	-19
CCN(CC)C(=O)c1cc(-c2ccccc2OC)on1	103	97	·	-5	13	3	0.1	3	-26	-25
O=S(=O)(c1cccs1)N1CCCc2cccc(O)c21	88	96	0	9	0	2	-1.9	0	-12	-8
O=S(=O)(c1ccc(S(=O)(=O)N2CCN(Cc3ccccc3)CC2)cc1)N1CCOCC1	100	90	-2	-17	9	7	-1.0	0	-11	1
CCOC(=O)c1ccc(S(=O)(=O)N2CCC(C(=O)OCC)CC2)cc1	78	68	1	5	-37	6	-4.3	2	-4	-25
Cc1cc(C)c(C#N)c(N2CCOCC2)n1	98	97	·	2	-16	4	0.8	1	·	-39
CCn1cc([N+](=O)[O-])c(C(=O)N2CCOCC2)n1	98	103	-1	1	·	7	0.3	0	6	-43
CCn1nc(C)c(C(=O)Nc2cc(Oc3cc(C)cc(C)c3)cc([N+](=O)[O-])c2)c1C	18	18	1	3	-33	16	-1.5	-1	-5	-30
COc1ccc(N2C(=O)C3CC=C(Cl)CC3C2=O)cc1 (stereo not given)	106	100	4	1	-15	5	1.2	0	17	-37
C=CCn1c(SCC(=O)Nc2cc3oc4ccccc4c3cc2OC)nnc1-c1cnccn1	87	86	0	6	·	3	-4.1	2	-19	-41
O=C(CSc1nnc(-c2cnccn2)n1Cc1ccco1)c1ccc(Cl)cc1	84	98	-1	-7	-12	17	-0.4	6	-13	-31
CCCc1nc2c(C)ccc(C)c2c(N)c1CC	73	64	0	14	-48	12	-2.2	5	13	-54
COc1ccc(C)cc1NS(=O)(=O)c1ccc(NS(=O)(=O)c2ccc(NC(C)=O)cc2)cc1	98	98	4	-8	-11	2	-1.2	1	-17	8
CC(C)CCNCC1OCc2ccccc2CO1	86	85	·	-5	·	9	-0.7	1	9	-20
